Screening results deposited in PubChem BioAssay by National Center for Advancing Translational Sciences (NCATS).
Pin1 inhibitor – human Pin1 inhibition; Pin1 FP peptide displacement, HiFluor488, 10 min; Potency, µM (titrated, usually from 115 µM), for the others: top-dose activity, negative = inhibition, actives largely listed as inhibitors; 0.009% of 390,000 active; AID 504891; active = well fitted inhibition curve with a large enough effect in the polarisation, with a control signal flat, not every such curve was filed as active; inconclusive = small, poorly fitted or top-dose-only effect, or effect the other way, or a change in a side signal; inactive = no such curve, though single readings can be large or run the other way; the % refers to the polarisation; also: potency is read from the fitted curve at half-maximal effect; % is scaled to controls: 0 for no effect and ±100 for the full control effect
TrxR1 substrate – substrates of rat thioredoxin reductase 1. O89049. Potency, µM (highest dose often 114 µM), inactives show at the highest dose activity change, negative = substrate turnover. purified TrxR1 substrate turnover, NADPH consumption readout. 0.01% of 390,000 active; also: potency is read from the fitted curve at half-maximal effect; % is scaled to controls: 0 for no effect and ±100 for the full control effect; nearly all actives have a fitted effect of over 50% in size
Target sequence (O89049 whole entry, looked up): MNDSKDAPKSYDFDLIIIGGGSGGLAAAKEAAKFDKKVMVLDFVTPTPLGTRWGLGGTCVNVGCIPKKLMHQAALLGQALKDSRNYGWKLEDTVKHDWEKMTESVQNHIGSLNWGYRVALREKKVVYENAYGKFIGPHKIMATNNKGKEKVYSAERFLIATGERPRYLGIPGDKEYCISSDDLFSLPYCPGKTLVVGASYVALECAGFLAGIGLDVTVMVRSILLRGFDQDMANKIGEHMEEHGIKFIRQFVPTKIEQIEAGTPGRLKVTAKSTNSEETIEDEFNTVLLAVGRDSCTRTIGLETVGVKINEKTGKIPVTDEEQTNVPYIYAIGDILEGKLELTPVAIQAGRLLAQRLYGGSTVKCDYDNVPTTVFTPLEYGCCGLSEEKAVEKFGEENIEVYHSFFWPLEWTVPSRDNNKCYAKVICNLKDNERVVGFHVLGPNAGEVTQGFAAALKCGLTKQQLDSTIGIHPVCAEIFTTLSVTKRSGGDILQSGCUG
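Rat TrxR1, dispensed at 90 nM, was prereduced with 400 uM NADPH (final) for 5 min at ~22 deg C, then incubated with compound 15 min before 400 uM selenite. A first-read NADPH fluorescence drop versus no-compound background flagged substrates.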
TRHR enhancer – allosterically enhances the human TRH receptor; P34981; TRHR cells, fluo-8 calcium fluorescence, EC20 TRH enhancement; enhancement, % at 2 µM; 0.66% of 360,000 active; AID 493056; in the data active = enhancement above about 30%; also: 0% is about no effect
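TRHR-expressing cells loaded with fluo-8 calcium dye were read kinetically (ex 480/em 530) during compound addition, then stimulated with an EC20 of TRH (10 nM final). Enhancement of the Gq-mediated intracellular calcium response was scored.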
USP1-UAF1 inh – blocks the human USP1/UAF1 deubiquitinase complex. AID 743255. Potency, µM (series often up to 57.1 µM), inactives show at the highest dose activity change, negative = inhibition, actives largely listed as inhibitors. recombinant USP1/UAF1, Ub-Rhodamine cleavage fluorescence. O94782. 0.23% of 390,000 active; also: potency is read from the fitted curve at half-maximal effect; % is scaled to controls: 0 for no effect and ±100 for the full control effect; nearly all actives have a fitted effect of over 60% in size; inactives centre near -12
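USP1/UAF1 complex at 1 nM was preincubated with compound for 15 min at room temperature, then Ub-Rho substrate (150nM final) was added. Fluorescence (480/540 nm) was read kinetically, 6 reads every 60 seconds.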
rTrxR1 inhibitor – inhibitors of rat thioredoxin reductase 1; O89049; recombinant rTrxR1, NADPH fluorescence consumption, selenite substrate; Potency, µM (top dose mostly 114 µM), for the others: at the highest dose activity change, negative = inhibition, most hits filed as inhibitors; 1% of 390,000 active; also: potency is read from the fitted curve at half-maximal effect; % is scaled to controls: 0 for no effect and ±100 for the full control effect; nearly all actives have a fitted effect of over 65% in size
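Rat TrxR1 (90 nM in the dispensed reagent) was pre-reduced with 400 uM NADPH for 5 min at room temperature, then incubated with compound for 15 min. After 400 uM selenite was added, NADPH fluorescence (Ex 340/Em 450 nm) was followed for 8 min.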
mIDH1 inhibitor – inhibitors of human mutant IDH1 R132H | Potency, µM (titrated, usually from 76.6 µM), for inactives: at the highest dose activity change, negative = inhibition, actives largely listed as inhibitors | 0.093% of 390,000 active | IDH1-R132H enzyme, NADPH consumption, diaphorase/resazurin fluorescence | O75874; also: potency is read from the fitted curve at half-maximal effect; % is scaled to controls: 0 for no effect and ±100 for the full control effect; nearly all actives have a fitted effect of over 65% in size
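IDH1-R132H (0.5 ug/mL dispensed) in pH 7.5 Tris buffer was preincubated 30 min with compound, then given a substrate mix of 0.016 mM NADPH and 2 mM alpha-KG for 80 min at room temperature; remaining NADPH was read by diaphorase/resazurin fluorescence.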
D2 ag – activates the human D2 dopamine receptor. activation, % at 2 µM. AID 485358. HEK293 T-REx D2 cells, calcium flux agonist mode. 0.53% of 340,000 active;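 active = activation over 3 SD above normal in the single-dose calcium agonist read, cut at about 30% in these data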; also: 0% is about no effect
Target sequence (P14416 whole entry, looked up): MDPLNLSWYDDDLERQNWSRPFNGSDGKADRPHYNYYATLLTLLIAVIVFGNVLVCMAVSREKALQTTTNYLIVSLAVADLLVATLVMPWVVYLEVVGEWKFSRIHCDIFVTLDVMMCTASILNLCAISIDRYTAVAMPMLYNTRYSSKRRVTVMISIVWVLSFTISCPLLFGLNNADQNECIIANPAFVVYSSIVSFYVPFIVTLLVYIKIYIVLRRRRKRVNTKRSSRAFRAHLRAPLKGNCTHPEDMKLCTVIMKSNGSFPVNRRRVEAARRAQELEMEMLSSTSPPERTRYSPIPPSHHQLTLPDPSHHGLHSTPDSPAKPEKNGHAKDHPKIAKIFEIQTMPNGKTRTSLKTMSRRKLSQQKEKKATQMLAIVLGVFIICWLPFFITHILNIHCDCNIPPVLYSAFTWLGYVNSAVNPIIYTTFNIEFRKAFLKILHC
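Agonism scored from kinetic calcium signal (1 read/sec, 180 s) following compound pin transfer, after a 10 s baseline. Cells: HEK293 Trex line expressing inducible D2 receptor coupled to calcium, dye-loaded after overnight culture at 30 C.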
D2 antagonist – antagonizes the human D2 dopamine receptor; HEK293 TREx D2 cells, calcium flux, dopamine EC80; inhibition, % at 10 µM; 2% of 340,000 active; in the data active = inhibition above about 30%; also: 0% is about no effect
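Measurement of antagonist activity uses fluorescent calcium dye in inducible HEK293 T-REx D2 cells: 10 s baseline, compound addition with 180 s read, EC80 dopamine addition with a further 180 s read.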
TRHR ag – activates the human TRH receptor; 0.18% of 360,000 active; TRHR cells, calcium flux fluo-8, FDSS agonist mode; AID 493084; activation, % at 2 µM; in the data active = activation above about 30%; also: 0% is about no effect
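Agonist-mode FDSS calcium read (Ex 480/Em 530, 1 s cycles) in 1536-well TRHR cells with fluo-8 dye, after 10-cycle baseline and 23 nL compound addition; TRH at EC20 (10 nM final) added afterwards for the enhancer phase.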
* hit, by the source's call; u = inconclusive; x = not tested or not shown; [ ] = another dose, or the depositor's remark. Unless noted, calls follow the shape of the dose curve; as a rule, active = well fitted inhibition curve with a large enough effect; inconclusive = small, poorly fitted or top-dose-only effect; inactive = no such curve, though single readings can be large or run the other way. Only part of the results is shown; count on the stated rates, not on these rows.

Values in the order – TrxR1 substrate | mIDH1 inhibitor | TRHR ag | rTrxR1 inhibitor | D2 ag | USP1-UAF1 inh | D2 antagonist | TRHR enhancer | Pin1 inhibitor
> Cc1cc(S(=O)(=O)NCc2ccccc2)ccc1OCC(=O)NCC1CCCO1 (stereo not given)
→ 1% | 4% | 0.1 | 9% | 0.5 | -5% | -5 | 13 | u
> COC(=O)c1c(-c2cccs2)csc1NC(=O)c1ccc(C(C)(C)C)cc1
→ 13% | 6% | 0.8 | 23% | 1.0 | u | x | -1 | 2%
> CCN1CCN(CCCNC(=O)Cn2c(-c3cccs3)cc3cc(Cl)ccc32)CC1
→ 50%[activator] | -6% | 1.4 | 21% | 1.7 | -9% | x | -2 | -3%
> Cc1cc(C)n(CC(=O)NNC(=O)C2CC(=O)N(Cc3ccccc3Cl)C2)n1 (stereo not given)
→ -2% | 1% | 0.4 | -10% | -0.8 | 1% | 14 | -8 | -6%
> CCC(O)c1nc2ccccc2n1CCOc1cc(C)cc(C)c1 (stereo not given)
→ -11% | -3% | -2.6 | 2% | -0.7 | -24% | x | 2 | 4%
> Cc1ccc(C(=O)C[n+]2cc(-c3ccc(C)cc3)n3c2CCCCC3)cc1
→ -3% | 4% | -0.9 | 6% | 0.0 | -8% | 5 | 0 | 3%
> COCC(C)N1CCC(Oc2ccc(C(=O)N3CCCC3)cc2)CC1 (stereo not given)
→ -5% | 5% | 0.5 | -3% | 0.9 | -10% | -8 | 1 | 21%
> CCCCN(C)CCNC(=O)C(NC(=O)C1CCC(C)CC1)C(C)C (stereo not given)
→ 5% | 0% | -0.3 | 25% | 0.3 | -17% | -9 | 0 | 1%
> COc1ccc(CCn2c(-c3ccccc3)nc3c(c(=O)c4ccccc4n3C)c2=O)cc1
→ x | x | -0.1 | x | 0.5 | x | 0 | 4 | x
> Cc1ccc(S(=O)(=O)N(C)c2ccc(OCC(=O)OCc3cccc(Br)c3)cc2)cc1
→ -6% | -11% | x | 8% | x | -10% | x | x | -1%
> O=C(c1cccs1)N(C(=O)c1cccs1)c1ccccn1
→ 6% | -6% | 0.0 | -4% | 0.7 | -11% | 0 | -8 | 1%
> CCOc1ccc(N2C(=O)/C(=C/c3cc(OC)c(OC)c(OC)c3)N(CC(=O)OC)C2=S)cc1
→ -10% | 2% | 0.8 | -15% | 1.6 | u | -7 | 4 | u
> COc1ccc(-c2ccc(CNCCCN3CCOCC3)o2)cc1Cl
→ 9%[57.1 µM] | 4% | 0.5 | 1% | -0.1 | -6% | 4 | 6 | -12%
> Cc1ccccc1CCNC(=O)C1CCN(S(=O)(=O)c2ccc3c(ccn3C)c2)CC1
→ 2%[57.1 µM] | -4% | -0.2 | 15%[57.1 µM] | -1.0 | -14% | x | -5 | 10%
> NC(=O)c1ccsc1NC(=O)COC(=O)Cc1n[nH]c(=O)c2ccccc12
→ -4% | 0% | -0.4 | 4% | -0.3 | 0% | 1 | -1 | 113%[activator]
> CC(C)NC(=O)CNc1ccc(C(F)(F)F)cc1[N+](=O)[O-]
→ 1% | 3% | -0.1 | 18% | -0.3 | -25% | -13 | 0 | 2%
> Cc1cc(-c2ccc(NS(=O)(=O)c3ccccc3)c(C)c2)ccc1NS(=O)(=O)c1ccccc1
→ -2%[2.29 µM] | 6% | x | 39%[57.1 µM] | x | 12% | x | x | 1%
> O=C(CN1C(=O)NC(Cc2ccccc2)C1=O)Nc1ccccc1F (stereo not given)
→ 0% | -1% | 0.7 | 19% | 0.4 | -30% | -5 | 4 | -9%
> CNCc1ccccc1Sc1cccc2ccccc12
→ -14% | 3% | 0.8 | -21% | 2.4 | -2% | -3 | 4 | -3%
> CCOc1ccc(C(=O)Nc2c(C(=O)c3ccc(OC)cc3)oc3ccccc23)cc1
→ 12% | -12% | -0.5 | 29% | 0.1 | -20% | x | -2 | 4%
> COc1ccc(C(NC(=O)c2ccc(=O)[nH]c2)C(=O)Nc2ccc(C(C)C)cc2)cc1 (stereo not given)
→ -4%[57.1 µM] | -4% | 1.0 | 6%[57.1 µM] | 0.0 | -21% | 7 | 6 | 5%
> O=C1NC(=O)c2cc(NC(=O)C3CCCO3)ccc21 (stereo not given)
→ 78%[activator][57.1 µM] | 1% | 0.0 | 20%[57.1 µM] | 0.7 | -10% | -9 | 0 | -4%
> Cc1cc(SCC(=O)N/N=C/c2ccco2)nc2ccccc12
→ 0%[57.1 µM] | 24% | -0.3 | -4%[57.1 µM] | -0.8 | -15% | -3 | -8 | -1%
> COC(=O)c1sc(NC(=S)NNC(=O)c2c(Br)c(C)nn2C)c(C(=O)OC)c1C
→ -17% | 38%[activator] | -1.2 | u | 4.4 | -18% | 8 | 2 | u
> Cc1ccc(-n2nc(C(=O)N3CCC(C)CC3)c(=O)n(C)c2=O)cc1
→ -5%[57.1 µM] | 12% | 0.0 | 7%[57.1 µM] | -0.4 | -1% | x | 2 | -3%
> CCC(=O)Nc1cccc(NC(=S)NC(=O)c2cccc(C)c2)c1
→ -5% | -7% | -2.7 | 11µM* | -1.6 | -14% | -2 | -1 | -5%
> CCCC1(C(=O)OC)NC(c2cc(OC)c(OC)c(OC)c2)C2C(=O)N(CC)C(=O)C21 (stereo not given)
→ 1% | -4% | 0.7 | 8% | 0.5 | -7% | 10 | 5 | 2%
> CCc1ccc(/C=N/N2CCN(c3ccccn3)CC2)cc1
→ 2% | 17% | 0.4 | 33% | -0.5 | -24% | -13 | 1 | -10%
> C=CCn1c(Sc2ccccc2)nc2c1c(=O)[nH]c(=O)n2C
→ 15%[57.1 µM] | 1% | -0.7 | 29%[57.1 µM] | 1.2 | -19% | -11 | 1 | -3%
> CC(=O)c1ccc2c(c1)OCCOCCOc1ccccc1OCCOCCO2
→ -6% | 8% | -2.4 | 6% | -0.9 | -14% | -2 | 2 | -1%
> CC(=O)N1CCc2ccccc2C1CC(=O)O (stereo not given)
→ -9% | 1% | 1.4 | -10% | -0.7 | -9% | 4 | 1 | 0%
> CCC(=O)Nc1ccc2nc(SCCOc3ccc(C)cc3)sc2c1
→ -1% | -6% | 0.4 | 27% | -1.3 | -12% | x | 3 | -1%
> Cn1c(NC(=O)C[n+]2cc(-c3ccc(Cl)c(Cl)c3)n3c2CCC3)cc(=O)n(C)c1=O
→ -9% | 6% | -0.1 | 5%[57.1 µM] | -0.4 | -5% | 16 | 1 | -3%
> O=C(O)Cn1nnn(-c2ccccc2)c1=S
→ -2% | 14% | 0.7 | -8% | -0.2 | 1% | -13 | 6 | 1%
> CC(C)c1ccc(Cn2c(COc3ccccc3)nc3ccccc32)cc1
→ -4% | -1% | 3.4 | 28% | 2.6 | 4% | x | -5 | -1%
> COCc1ccc(C(=O)N2CCCCC2C(=O)Nc2ccc(-n3nc(C)cc3C)cc2)o1 (stereo not given)
→ -5% | 2% | 0.0 | u | 0.9 | -14% | -1 | -6 | 0%
> O=C(NCc1ccccc1)c1ccc2c(c1)nc1n2CCOC1
→ -3%[57.1 µM] | 1% | 0.4 | 1%[57.1 µM] | 0.7 | 4% | x | -2 | 6%
> Cc1cccc(N(CC(=O)NC(C)C)C(=O)CCC(=O)Nc2nccs2)c1
→ -12% | -6% | -0.1 | -8% | 0.2 | -19% | -3 | 6 | -1%
> C=CCNC(=O)CC(=O)N/N=C/c1ccc(C(=O)OC)cc1
→ 14%[57.1 µM] | -1% | 0.3 | 12%[57.1 µM] | 0.8 | 8% | 33* | -4 | 3%
> CCOC(=O)/C(C#N)=C/C1=C(N2CCCC2)CC(C)(CC)OC1 (stereo not given)
→ -10% | -3% | 0.8 | -14%[57.1 µM] | 1.0 | 5% | -1 | -3 | -1%

By substructure, those above with an aryl methoxy group
Values in the order – TrxR1 substrate | mIDH1 inhibitor | TRHR ag | rTrxR1 inhibitor | D2 ag | USP1-UAF1 inh | D2 antagonist | TRHR enhancer | Pin1 inhibitor
> COc1ccc(CCn2c(-c3ccccc3)nc3c(c(=O)c4ccccc4n3C)c2=O)cc1
→ x | x | -0.1 | x | 0.5 | x | 0 | 4 | x
> CCOc1ccc(N2C(=O)/C(=C/c3cc(OC)c(OC)c(OC)c3)N(CC(=O)OC)C2=S)cc1
→ -10% | 2% | 0.8 | -15% | 1.6 | u | -7 | 4 | u
> COc1ccc(-c2ccc(CNCCCN3CCOCC3)o2)cc1Cl
→ 9%[57.1 µM] | 4% | 0.5 | 1% | -0.1 | -6% | 4 | 6 | -12%
> CCOc1ccc(C(=O)Nc2c(C(=O)c3ccc(OC)cc3)oc3ccccc23)cc1
→ 12% | -12% | -0.5 | 29% | 0.1 | -20% | x | -2 | 4%
> COc1ccc(C(NC(=O)c2ccc(=O)[nH]c2)C(=O)Nc2ccc(C(C)C)cc2)cc1 (stereo not given)
→ -4%[57.1 µM] | -4% | 1.0 | 6%[57.1 µM] | 0.0 | -21% | 7 | 6 | 5%
> CCCC1(C(=O)OC)NC(c2cc(OC)c(OC)c(OC)c2)C2C(=O)N(CC)C(=O)C21 (stereo not given)
→ 1% | -4% | 0.7 | 8% | 0.5 | -7% | 10 | 5 | 2%
